# Cardiac RTF inh – cardiac RTF calcium desensitization; inhibition, % at 7.15 µM; 340,000 tested, 0.12% active; AID 493244; IANBD-labeled cardiac RTF, Ca2+ fluorescence; P19429+P45379;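 active = inhibition above the mean inhibition of all tested compounds plus 3 SD, cut at about 17% in these data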;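 also: assay run at fixed EC70 calcium of 1.6 mM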
# DAGLB inhibitor – blocks human DAGLB lipase activity. AID 504411. HEK293T DAGLB membrane lysate, EnzChek fluorogenic substrate. Q8NCG7. inhibition, % at 5.17 µM. 340,000 tested, 0.059% active; in the data active = inhibition above about 34%;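 also: 0% = enzyme with vehicle and 100% = wells lacking enzyme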
# Target sequence (Q8NCG7 whole entry, looked up): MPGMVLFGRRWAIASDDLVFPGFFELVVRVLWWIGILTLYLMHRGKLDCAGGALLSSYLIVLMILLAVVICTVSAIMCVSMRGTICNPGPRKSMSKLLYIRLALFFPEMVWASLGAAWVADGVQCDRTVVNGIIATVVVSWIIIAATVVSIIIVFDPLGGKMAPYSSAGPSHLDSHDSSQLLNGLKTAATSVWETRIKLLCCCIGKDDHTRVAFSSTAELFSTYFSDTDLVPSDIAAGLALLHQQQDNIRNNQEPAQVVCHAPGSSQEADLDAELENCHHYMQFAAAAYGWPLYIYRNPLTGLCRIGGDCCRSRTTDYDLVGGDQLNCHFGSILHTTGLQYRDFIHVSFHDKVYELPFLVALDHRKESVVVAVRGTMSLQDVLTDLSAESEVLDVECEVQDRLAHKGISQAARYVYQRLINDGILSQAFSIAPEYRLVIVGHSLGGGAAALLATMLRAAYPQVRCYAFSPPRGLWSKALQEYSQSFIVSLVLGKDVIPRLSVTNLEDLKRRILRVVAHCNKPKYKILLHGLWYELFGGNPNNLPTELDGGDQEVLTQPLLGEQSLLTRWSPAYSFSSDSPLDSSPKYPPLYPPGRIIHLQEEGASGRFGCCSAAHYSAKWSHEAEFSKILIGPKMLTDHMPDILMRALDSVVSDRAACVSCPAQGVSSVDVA
# SR-BI DiI-HDL act – enhances SR-BI lipid uptake from DiI-HDL; AID 504775; 320,000 tested, 0.096% active; activation, % at 12.5 µM; CHO ldlA[mSR-BI] cells, DiI-HDL uptake fluorescence, 3 h; 100 = double the neutral-control signal;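 active = mean replicate activation of at least 60% and every replicate at or above 60%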;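 also: 0% = median plate neutral-control signal and 100% = twice that signal; values of inactives mirror those of a sister screen read the other way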
#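 Material – SR-BI-overexpressing, LDLR-lacking CHO cells · Medium – BSA-supplemented, HEPES-buffered Ham's F12, pH 7.4 · Doses – single concentration · Times – compound with DiI-HDL co-incubation, 3 h at 37 °C · Measured by – bottom-read fluorescence, 550/595 nm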
# PvdQ inh – P. aeruginosa PvdQ acylase inhibition | purified PvdQ acylase, fluorescence plate reader | inhibition, % at 10 µM | 340,000 tested, 0.063% active | AID 488965; in the data active = inhibition above about 30%, passing the limit was not always enough;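 also: 0% = vehicle neutral wells and 100% = reference inhibitor wells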
# NSD2 inh – inhibitors of human histone methyltransferase NSD2; 310,000 tested, 0.54% active; AID 743445; inhibition, % at 12.5 µM; NSD2 peptide methylation, AlphaScreen, 120 min; in the data active = inhibition above about 50%
# SR-BI HDL uptake – inhibitors of mouse SR-BI mediated HDL lipid uptake; Q61009; ldlA[mSR-BI] CHO cells, DiI-HDL uptake fluorescence, 3 h; inhibition, % at 12.5 µM; 320,000 tested, 0.96% active;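 active = mean replicate inhibition of at least 70% and a set share of replicates each scoring 70 or more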;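 also: 0% = median of neutral control wells and 100% = median of positive control wells; values of inactives mirror those of a sister screen read the other way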
# Keap1 Nrf2 FP – Keap1-Nrf2 (human) interaction inhibition; 340,000 tested, 0.15% active; Keap1 Kelch-Nrf2 peptide fluorescence polarization, 1536-well; inhibition, % at 9.4 µM; AID 504523; Q14145; in the data active = inhibition above about 12%;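 also: human Keap1 Kelch domain with fluorescein labeled Nrf2 9mer peptide probe; 0% = neutral control wells and 100% = peptide positive control; higher means more block of Keap1 binding to Nrf2 peptide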
# LANA DNA inh – blocks KSHV LANA C-terminal domain binding to DNA. MBP-C-LANA/FAM-LBS DNA binding, fluorescence polarization. inhibition, % at 9 µM. 340,000 tested, 0.078% active;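 active = highest replicate inhibition at or above 60% at 9 µM, even if other replicates fall short; inactive = all replicates below 60% inhibition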;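 also: 0% = neutral control wells and 100% = 4 µM acridine orange control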
# Arrestin-AP2 inh – inhibitors of human beta-arrestin and AP2 interaction; FITC-arrestin peptide / GST-AP2 beads, flow cytometry; AP2 beta2 appendage carries R879A mutation; inhibition, % at 10 µM; 340,000 tested, 0.31% active; AID 504490;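 active = inhibition above a set limit, near 3 SD of compounds lacking own fluorescence, cut at about 54% in these data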;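 also: plate controls were DMSO wells for no effect and 5 µM unlabelled arrestin peptide for full effect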
#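 Measured by: flow cytometry, FL1 (488/535 nm); Material: AP2 appendage R879A on GSH beads; Evaluation: percent response; Timing: pre-incubation 12 min, peptide binding 1 h, room temperature; Also added: 50 nM FITC-arrestin peptide; Medium: PBS with 0.05% Tween 20 and 0.1% BSA.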
# PKA-R2B act – activators of human PKA-R2B complex; AID 504700; activation, % at 11.4 µM; 340,000 tested, 0.079% active; PKA-R2B holoenzyme dissociation, Cy5-IP20 fluorescence polarization; R2B truncated from residue 108, S112A mutant; 0% DMSO only, 100% 113 µM cGMP;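 active = activation above a cutoff set at the mean over all compounds plus 3 SD, cut at about 18% in these data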;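 also: higher means more holoenzyme dissociation and a rise in polarization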
# Target sequence (P31323 whole entry, looked up, other chains not shown, the tested form may be a part): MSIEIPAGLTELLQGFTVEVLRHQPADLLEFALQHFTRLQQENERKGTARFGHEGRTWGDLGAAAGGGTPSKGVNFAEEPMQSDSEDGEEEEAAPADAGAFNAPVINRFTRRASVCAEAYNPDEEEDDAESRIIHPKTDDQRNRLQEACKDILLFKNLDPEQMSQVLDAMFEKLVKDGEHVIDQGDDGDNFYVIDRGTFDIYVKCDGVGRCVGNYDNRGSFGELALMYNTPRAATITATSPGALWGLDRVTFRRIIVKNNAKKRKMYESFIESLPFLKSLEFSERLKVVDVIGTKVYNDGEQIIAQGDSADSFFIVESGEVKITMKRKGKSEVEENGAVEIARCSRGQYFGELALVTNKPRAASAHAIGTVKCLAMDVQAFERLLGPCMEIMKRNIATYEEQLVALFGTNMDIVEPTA
# An asterisk follows results filed as active; nt = not tested or not shown; & = joins results of further samples.
# The line under a structure holds: PKA-R2B act | Cardiac RTF inh | Keap1 Nrf2 FP | NSD2 inh | LANA DNA inh | Arrestin-AP2 inh | SR-BI HDL uptake | PvdQ inh | DAGLB inhibitor | SR-BI DiI-HDL act
Cc1ccc(-c2c(C(=O)N/N=C/c3ccsc3)nnn2-c2nonc2N)cc1
→ -4 | -4 | 1 | 8 | 0.4 | 0 | 42 | -4 | 3 | -42
O=C(NCc1ccco1)c1ccc2c(c1)N(Cc1ccccc1)C(=O)CS2
→ -3 | -2 | -5 | 4 | 0.3 | 4 | 0 | -10 | 1 | 0
O=C(O)C1C2CC2CN1C(=O)c1ccc(Cl)cc1Cl (configuration not stated)
→ nt | nt | -5 | 8 | -1.1 | -8 | -15 | -20 | nt | 15
NC(=O)c1nnsc1-c1ccco1
→ -2 | 1 | 1 | 0 | -1.2 | 13 | -18 | -7 | -1 | 18
Cc1ccc(C2=NN(Cc3nnc(-c4ccccc4)o3)C(=O)SC2)cc1
→ 3 | -7 | -8 | -3 | -1.7 | -9 | -15 | -15 | -3 | 15
CCOC(=O)c1ccc(COC(=O)CNC(=O)CNC(=O)Cc2ccccc2)cc1
→ 3 | -3 | -3 | -4 | 0.4 | 1 | 11 | -16 | -2 | nt
CCc1cccc(C)c1NC(=O)CSc1ncn[nH]1
→ -5 | -6 | -1 | 3 | 0.6 | 26 | 0 | -1 | 3 | 0
Cc1nc(C(F)(F)F)ccc1C(=O)Nc1ccccc1N1CCOCC1
→ -4 | 2 | -4 | -2 | 1.8 | -8 | 12 | -12 | -1 | -12
O=C(NCCCNC(=O)c1ccco1)c1ccc(Cl)c(Cl)c1
→ 2 | -6 | -1 | 1 | 0.0 | 31 | -6 | -4 | 2 | 6
COc1ccc(C(=O)C[n+]2cc(-c3ccc(OC)cc3)n3c2CCCC3)cc1
→ 13&-3 | -7&5 | 0&-5 | 1&0 | -1.4&20 | 8&3 | 4&13 | -18&6 | 1&-1 | -4&-13
Cc1ccc(C)c(C2=CSC3=NS(=O)(=O)CCN23)c1
→ 2 | 7 | -6 | -5 | -0.7 | 5 | -2 | -14 | 1 | 2
O=C(c1ccc([N+](=O)[O-])o1)N1CCN(c2nc3ccc(F)cc3s2)CC1
→ -7 | -5 | -3 | -7 | 1.4 | -1 | 28 | -9 | 0 | -28
COc1ccc(N2C(=NC(=O)CCC3CCCC3)SC3CS(=O)(=O)CC32)cc1 (configuration not stated)
→ 3 | -9 | -3 | 3 | -0.2 | -9 | 1 | -16 | 0 | -1
O=C(CSc1nc(O)cc(=O)[nH]1)N1CCCc2ccccc21
→ 6 | 2 | -3 | nt | -0.4 | -4 | -19 | -20 | 1 | 19
COc1ccccc1NC(=O)Cc1csc(NC(=O)c2ccccc2)n1
→ 9 | -20 | -2 | -1 | -1.4 | -6 | 17 | -2 | 0 | -17
O=C(NC12CC3CC(CC(C3)C1)C2)c1cccc([N+](=O)[O-])c1
→ 8 | 0 | -1 | -1 | -1.4 | 2 | -28 | -2 | -4 | 28
CC(C)N(C)CCOC(=O)C1COc2ccccc2O1 (configuration not stated)
→ -1 | -1 | -3 | -3 | -1.8 | 20 | -18 | 5 | 1 | 18
CC(=O)c1c(C)n([O-])c2ccccc2[n+]1=O
→ 3 | -9 | -2 | 5 | -2.2 | -11 | -4 | -8 | 0 | 4
O=C(Cc1ccccc1)Nc1nnc(-c2ccccc2)o1
→ 13 | -1 | -2 | nt | -0.9 | -8 | -7 | -11 | -4 | 7
CN(CC(=O)Nc1ccc(OC(F)(F)F)cc1)S(=O)(=O)c1cnc[nH]1
→ 5 | 2 | -2 | -3 | 2.1 | -6 | 3 | -16 | 0 | -3

# Compound profiles, as listed above. Order of screens: PKA-R2B act, Cardiac RTF inh, Keap1 Nrf2 FP, NSD2 inh, LANA DNA inh, Arrestin-AP2 inh, SR-BI HDL uptake, PvdQ inh, DAGLB inhibitor, SR-BI DiI-HDL act
# O=C(NCCCNC(=O)c1ccco1)c1ccc(Cl)c(Cl)c1 across the screens: 2, -6, -1, 1, 0.0, 31, -6, -4, 2, 6
# O=C(NC12CC3CC(CC(C3)C1)C2)c1cccc([N+](=O)[O-])c1 across the screens: 8, 0, -1, -1, -1.4, 2, -28, -2, -4, 28

# Returning to the listing; the 7 compounds before the break are reprinted first.
# The line under a structure holds: PKA-R2B act | Cardiac RTF inh | Keap1 Nrf2 FP | NSD2 inh | LANA DNA inh | Arrestin-AP2 inh | SR-BI HDL uptake | PvdQ inh | DAGLB inhibitor | SR-BI DiI-HDL act
O=C(CSc1nc(O)cc(=O)[nH]1)N1CCCc2ccccc21
→ 6 | 2 | -3 | nt | -0.4 | -4 | -19 | -20 | 1 | 19
COc1ccccc1NC(=O)Cc1csc(NC(=O)c2ccccc2)n1
→ 9 | -20 | -2 | -1 | -1.4 | -6 | 17 | -2 | 0 | -17
O=C(NC12CC3CC(CC(C3)C1)C2)c1cccc([N+](=O)[O-])c1
→ 8 | 0 | -1 | -1 | -1.4 | 2 | -28 | -2 | -4 | 28
CC(C)N(C)CCOC(=O)C1COc2ccccc2O1 (configuration not stated)
→ -1 | -1 | -3 | -3 | -1.8 | 20 | -18 | 5 | 1 | 18
CC(=O)c1c(C)n([O-])c2ccccc2[n+]1=O
→ 3 | -9 | -2 | 5 | -2.2 | -11 | -4 | -8 | 0 | 4
O=C(Cc1ccccc1)Nc1nnc(-c2ccccc2)o1
→ 13 | -1 | -2 | nt | -0.9 | -8 | -7 | -11 | -4 | 7
CN(CC(=O)Nc1ccc(OC(F)(F)F)cc1)S(=O)(=O)c1cnc[nH]1
→ 5 | 2 | -2 | -3 | 2.1 | -6 | 3 | -16 | 0 | -3
Cc1ccc(CN2C(=O)CCC2C(=O)NCCCN2CCOCC2)cc1 (configuration not stated)
→ -4 | -21 | 2 | 0 | 0.7 | 92* | 14 | -16 | 1 | -14
COc1cc(-c2noc(C)c2C#Cc2ccccn2)cc(OC)c1OC
→ -1 | -2 | 0 | nt | 1.6 | -2 | 38 | 0 | -5 | -38
O=C(Nc1ccc(Cl)cc1Cl)NC1CCCC1
→ -2 | -2 | 8 | -1 | -0.2 | 33 | 4 | 14 | -4 | -4
Cc1ccccc1N1C(=O)C2C3CC(=O)C(c4ccccc43)C2C1=O (configuration not stated)
→ 0 | 0 | -2 | -1 | -0.3 | 2 | 2 | -6 | 1 | -2
CC1(C)Oc2ccc3ccc(=O)oc3c2/C(=C/Nc2ccc(O)cc2)C1=O
→ 5 | -3 | 1 | -1 | -0.4 | 55* | -2 | 7 | 4 | 2
O=C(Cc1c(F)cccc1Cl)Nc1ccc(-n2cnnn2)cc1
→ -15 | 0 | -5 | -2 | 0.8 | -25 | -15 | -18 | 1 | 15
O=C1/C(=C\c2ccco2)NC(=S)N1c1ccccc1
→ -13 | -11 | -18 | 6 | 5.5 | -4 | 22 | -19 | 10 | -22
Nc1ncc(C(=O)O)c(-c2ccccc2)n1
→ -3 | -15 | -5 | -3 | -3.2 | 2 | nt | -13 | -2 | nt
Cc1c(C2(O)CCCCC2)[nH]c2ccc(C(F)(F)F)cc12
→ -6 | 1 | 2 | nt | -3.3 | 9 | 24 | -9 | -6 | -24
O=S(=O)(c1cccc(S(=O)(=O)N2CCCC2)c1)N1CCCCC1
→ 0 | -13 | 4 | -2 | 0.0 | 3 | -2 | -9 | -3 | 2
CCSc1nnc(-c2ccccc2N)c(=O)[nH]1
→ 2 | -5 | 1 | nt | 2.2 | 5 | -14 | -13 | 1 | 14
CN1CCN(S(=O)(=O)c2ccc(Br)s2)CC1
→ 2 | 6 | -2 | 0 | -1.7 | -6 | 5 | 1 | 1 | -5
CC(=O)Nc1ccc(S(=O)(=O)NCCc2csc(-c3cccnc3)n2)cc1
→ -7 | -1 | 1 | -5 | -1.0 | -16 | -41 | -9 | -1 | nt
CCC(C)[C@H](NC(=O)N1CCCC1)C(=O)O (some centres not stated)
→ 3 | -12 | 4 | nt | -0.3 | 9 | -20 | -4 | 2 | 20
COc1ccc(S(=O)(=O)Nc2nc3ccccc3s2)cc1
→ -9 | -10 | -2 | 15 | 0.2 | 6 | 5 | -13 | 4 | -5
COCCN1C(=O)c2oc3cc(C)c(C)cc3c(=O)c2C1c1ccc(O)cc1 (configuration not stated)
→ 5 | 3 | -1 | 2 | 1.7 | -7 | 4 | 3 | 0 | -4
Cc1ccc(CSC2=CS(=O)(=O)c3ccccc3N2)cc1
→ -1 | 3 | 0 | 0 | 0.9 | -2 | -16 | -4 | -2 | 16
COc1cccc(/C=C/C(=O)OCC(=O)Nc2ccccc2Sc2ccccc2)c1
→ -4 | 8 | -1 | nt | -0.3 | 11 | -30 | -2 | -7 | 30
CCOc1ccccc1NC(=O)C(Sc1nnnn1C)c1ccccc1 (configuration not stated)
→ 3 | -19 | -9 | -3 | -0.4 | -4 | 0 | -13 | -2 | 0
Cc1ccc2nc3n(c(=O)c2c1)CCC3
→ -8 | 5 | -2 | -2 | 0.3 | 4 | -20 | -13 | -3 | 20
CC(=O)Nc1ccc(C(=O)OCCCOC(=O)c2ccc(NC(C)=O)cc2)cc1
→ -2 | 1 | 0 | -2 | -0.1 | 23 | 29 | 0 | -2 | -29
CCOCCCNC(=O)c1cn(C)c2ccc(S(=O)(=O)N3CCCC3)cc2c1=O
→ 2 | 0 | -6 | -1 | 2.0 | 7 | -10 | -10 | 2 | 10
CCSc1nnc(NC(=O)c2ccccn2)s1
→ 12 | 3 | 7 | 4 | 0.4 | 3 | -1 | 8 | 1 | 1
COc1ccc(NC(=O)C2CCN(C(=O)Cc3ccccc3)CC2)c(OC)c1
→ -3 | 6 | -2 | 3 | -0.7 | -23 | 59 | 5 | 0 | -59
COc1ccc(C(CCN2CCOCC2)c2c(O)cc(OC)cc2OC)cc1 (configuration not stated)
→ 8 | -23 | 4 | nt | 0.2 | -6 | -3 | -11 | -2 | 3
C[C@@H]1CC=C[C@H]2[C@H]1C(=O)N(Cc1ccccc1)[C@H]2c1cccc([N+](=O)[O-])c1
→ -3 | 4 | -5 | nt | 0.4 | 2 | -3 | -10 | -5 | 3
O=C(NCCN1CCOCC1)C1CCN(c2ncnc3c2sc2cccc(F)c23)CC1
→ 3 | -8 | 2 | nt | 0.7 | 8 | -17 | -8 | 2 | 17

# Entries above printed as active in Arrestin-AP2 inh.
structure | PKA-R2B act | Keap1 Nrf2 FP | NSD2 inh | LANA DNA inh | Arrestin-AP2 inh | SR-BI HDL uptake | PvdQ inh | DAGLB inhibitor | SR-BI DiI-HDL act
Cc1ccc(CN2C(=O)CCC2C(=O)NCCCN2CCOCC2)cc1 (configuration not stated) | -4 | 2 | 0 | 0.7 | 92* | 14 | -16 | 1 | -14
CC1(C)Oc2ccc3ccc(=O)oc3c2/C(=C/Nc2ccc(O)cc2)C1=O | 5 | 1 | -1 | -0.4 | 55* | -2 | 7 | 4 | 2

# Bioassay records (PubChem BioAssay)
